Screens (PubChem BioAssay)
GLS inh – inhibitors of human glutaminase (GLS); GLS enzymatic activity, qHTS titration; Potency, µM (doses to about 45.5 µM), inactives show at the top dose activity change, negative = inhibition, usual class: inhibitors; hit rate 0.21% among 410,000; AID 624170; also: potency is read from the fitted curve at half-maximal effect
Target sequence (O94925 whole entry, looked up): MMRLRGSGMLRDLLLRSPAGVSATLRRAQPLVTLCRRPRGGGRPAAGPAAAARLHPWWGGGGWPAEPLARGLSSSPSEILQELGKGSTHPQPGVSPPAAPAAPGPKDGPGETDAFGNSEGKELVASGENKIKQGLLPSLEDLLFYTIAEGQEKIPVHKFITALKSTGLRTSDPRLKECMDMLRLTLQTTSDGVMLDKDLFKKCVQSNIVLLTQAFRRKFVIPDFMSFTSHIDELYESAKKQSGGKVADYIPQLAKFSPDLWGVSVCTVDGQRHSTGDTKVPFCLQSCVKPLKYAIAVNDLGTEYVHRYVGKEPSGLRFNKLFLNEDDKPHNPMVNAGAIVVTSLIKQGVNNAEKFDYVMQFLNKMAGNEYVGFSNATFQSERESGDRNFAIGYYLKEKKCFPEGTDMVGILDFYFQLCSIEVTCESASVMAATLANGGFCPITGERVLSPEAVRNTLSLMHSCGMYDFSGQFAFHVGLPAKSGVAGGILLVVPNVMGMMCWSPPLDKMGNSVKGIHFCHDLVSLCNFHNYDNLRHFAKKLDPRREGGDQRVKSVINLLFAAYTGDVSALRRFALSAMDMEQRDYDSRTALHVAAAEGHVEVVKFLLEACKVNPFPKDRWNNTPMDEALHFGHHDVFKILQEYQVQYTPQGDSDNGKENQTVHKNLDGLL
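Compounds were pin-transferred onto hKGA, after which L-glutamine (1 mM solution) and a detection mix of glutamate oxidase, HRP and Amplex Red were added. Initial and 30 min RT fluorescence reads were collected.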
12-LOX inh – blocks human arachidonate 12S-lipoxygenase. P18054. purified 12hLO, xylenol orange hydroperoxide absorbance. Potency, µM (top dose mostly 108 µM), without a hit: top-dose activity change, negative = inhibition, actives largely listed as inhibitors. hit rate 1.1% among 580,000. AID 1671190; also: potency is read from the fitted curve at half-maximal effect
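Purified human 12hLO (150 nM final) in 25 mM Hepes, 0.01% Triton X-100, pH 7.0 was preincubated 15 min at room temperature with compound. Then 40 uM arachidonic acid was added, 30 min. Hydroperoxide was read by Fe-XO absorbance ratio 573/405 nm.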
PI4K2A inh – blocks human PI4K2A kinase activity | purified PI4K2A, ADP-Glo luminescence, 1 h; active compounds read low | activity change, negative = inhibition, % at 76.9 µM | hit rate 0.13% among 420,000 | AID 1346378; in the data active = activity change below about -50%; inconclusive = mostly about -30% to -49%;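 also: -100% = wells without enzyme as full effect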
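PI4K2A activity was measured by ADP-Glo luminescence: enzyme (4 ug/mL stock) and phosphatidylinositol (1.2 mM stock) in Tris pH 7.5/MgCl2/EGTA/Triton X-100 buffer were reacted with ATP (300 microM stock) for one hour at ambient temperature.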
Active calls of the source: *; ? = inconclusive; [ ] = remark or other dose. Unless noted, calls follow the shape of the dose curve; as a rule, active = well fitted inhibition curve with a large enough effect; inconclusive = small, poorly fitted or top-dose-only effect, or another doubt; inactive = no such curve, though single readings can be large or run the other way. Unless noted, % is scaled to controls: 0 for no effect and ±100 for the full control effect.

GLS inh | 12-LOX inh | PI4K2A inh | SMILES
23% | -13% | 4 | CCc1nc2ccc(C(=O)NCc3ccccc3OC)cn2c1N(C)Cc1ccc(OC)cc1
-30% | 12% | -13 | COc1cc(/C=C/CNC[C@H]2O[C@@H](n3cnc4c(=O)[nH]c(N)nc43)[C@H](O)[C@@H]2O)ccc1O
0% | 1% | -6 | COc1cc(C)ccc1OCc1cc(C(=O)NC(c2ccccn2)C(F)(F)F)no1 (centres undefined)
-3% | -8% | -1 | COc1ccc(NC(=O)c2cc(C3CCCCN3S(=O)(=O)c3ccc(F)cc3F)on2)c(C)c1 (centres undefined)
15% | -3% | 2 | CC1(C(=O)NS(=O)(=O)c2ccccc2)CCN1C(=O)C1(c2ccc(Cl)cc2)CC1 (centres undefined)
3% | 65%[activator] | -1 | CN(C)C1CN(Cc2cn(Cc3ccc(F)cc3)nn2)S(=O)(=O)C1 (centres undefined)
2% | ? | 1 | CN(c1cc2c(c3c1ccn3C)C1CCC2C1)C1CCCCC1 (centres undefined)
8% | -10% | 1 | O=C1NC(Cc2ccc(O)cc2)c2nc3cc(F)c(F)cc3c(=O)n2-c2cc3ccccc3cc21 (centres undefined)

Looked up one by one from the entries so far (4):
GLS inh | 12-LOX inh | PI4K2A inh | SMILES
2% | ? | 1 | CN(c1cc2c(c3c1ccn3C)C1CCC2C1)C1CCCCC1 (centres undefined)
-3% | -8% | -1 | COc1ccc(NC(=O)c2cc(C3CCCCN3S(=O)(=O)c3ccc(F)cc3F)on2)c(C)c1 (centres undefined)
3% | 65%[activator] | -1 | CN(C)C1CN(Cc2cn(Cc3ccc(F)cc3)nn2)S(=O)(=O)C1 (centres undefined)
0% | 1% | -6 | COc1cc(C)ccc1OCc1cc(C(=O)NC(c2ccccn2)C(F)(F)F)no1 (centres undefined)

New compounds follow
GLS inh | 12-LOX inh | PI4K2A inh | SMILES
-1% | ? | -2 | CC1=C(C(=O)N(C)C)CC(CC(=O)NC(c2ccccc2)c2ccccc2)C(=O)N1CCC1=CCCCC1 (centres undefined)
3% | -10% | -3 | CCOc1ccc(N2CC(C(=O)Nc3cccc(S(=O)(=O)N4CCOCC4)c3)CC2=O)cc1 (centres undefined)
4% | 9% | -1 | O=C(c1[nH]c(C(F)(F)F)nc1-c1ccccc1)N1CCN(C/C=C/c2ccccc2)CC1
0% | 0% | -9 | Cc1cc(S(=O)(=O)NC[C@H]2O[C@@H](n3ccc(N)nc3=O)[C@H](O)[C@@H]2O)c(C)s1
-4% | 0% | 1 | COc1ccccc1-c1ccc([C@@H]2C[C@H]3[C@H](CON3C)CN2C(=O)c2ccc(-c3ccccc3)cc2)cc1
-4% | ? | -1 | Fc1cccc(Cc2c(-c3cccc(Cl)c3)nc3ccc(Br)cn23)c1
7% | -12% | -1 | Cc1ccc2nc(-c3ccc(C#N)cc3)c(Cc3ccccc3C(F)(F)F)n2c1
-2% | 95%[activator] | 3 | O=C1NC[C@@H](CCCCN2CCN(CCC3CCCCC3)C(=O)C2=O)N(CCC2CCCCC2)C1=O
0% | 6% | -3 | O=C(O)c1cscc1Cc1cccs1
-11% | ? | 4 | Cc1ccc(CN(C)C(=O)CCNC(=O)c2ccc(Cl)cc2)o1
1% | -12% | -5 | CCOC(=O)[C@]12CCCC=C1N(Cc1ccc(Cl)cc1Cl)C(=O)[C@H](CC(=O)NCCC(C)C)C2
-6% | 4% | -18 | CC(=NOC(=O)c1ccc(Cl)cc1)c1nccs1
6% | 5% | 0 | Cc1ccc(C)c(C(O)c2ncc(-c3ccccc3Cl)[nH]2)c1 (centres undefined)
-3% | -5% | 4 | O=C(Nc1ccc2c(c1)OCCO2)C1c2ccccc2OCC(=O)N1Cc1ccco1 (centres undefined)
6% | -25% | -7 | Cc1c(N=O)c(-c2ccccc2)n(O)[n+]1[O-]
-4% | ? | 1 | CCOc1ccc(CCN2C(=O)C(=O)N([C@@H](CC(C)C)CN3CCC[C@@H]3CN3C(=O)C(=O)NC[C@@H]3CC(C)C)C[C@@H]2Cc2ccccc2)cc1
6% | ? | -2 | CCCNC(=O)C1(C)CCN(Cc2csc3ccccc23)C1 (centres undefined)
0% | -9% | -1 | O=C(CCNC(=O)c1ccc([N+](=O)[O-])cc1)Nc1cc(C(F)(F)F)ccc1N1CCOCC1
-2% | -11% | -3 | C[C@H]1CN([C@@H](C)CO)C(=O)c2cc(Br)cnc2O[C@H]1CN(C)C(=O)C1CC1
6% | -5% | 1 | COCCCNC(=O)c1cccc2c(-c3ccc(OC)cc3C)coc12
-1% | 1% | -2 | C[C@H]1CN([C@@H](C)CO)C(=O)CCCn2cc(nn2)CO[C@@H]1CN(C)C(=O)Nc1ccccc1
9% | -2% | 1 | CCN(CC)C(=O)c1cccc(-c2csc(C(O)(c3ccccc3)C(F)(F)F)n2)c1 (centres undefined)
-7% | 13% | -3 | C[C@H]1CN([C@@H](C)CO)S(=O)(=O)c2ccc(Br)cc2O[C@@H]1CN(C)C(=O)c1cccnc1
-14% | 8% | 1 | Cc1ccn(CC(=O)N2CCCC(N3CCN(c4cccc(C(F)(F)F)c4)CC3)C2)n1 (centres undefined)
5% | ? | -1 | N#Cc1ccc(Nc2nc(-c3ccccc3)cs2)cc1
0% | 0% | -3 | C[C@@H]1CN([C@@H](C)CO)C(=O)CCCn2nncc2CO[C@@H]1CN(C)C(=O)Nc1cccc2ccccc12
-19% | 12% | -5 | CC(=O)Nc1cccc(-c2ccnc3c2CC(C(=O)NCc2cccnc2)O3)c1 (centres undefined)
17% | 11% | -2 | CC(C)CC(N)c1csc(Nc2cnccn2)n1 (centres undefined)
4% | 13% | -2 | CCCOc1ccc(F)cc1-c1cc(C(=O)Nc2ccc(OC)cc2OC)[nH]n1
0% | 7% | 0 | Cc1ccc(S(=O)(=O)N2CCCCC2)cc1NC(=O)COC(=O)c1cccc(O)c1
3% | 12% | 9 | O=C(COc1ccc(S(=O)(=O)N2CCOCC2)cc1)NCCc1ccc(Cl)cc1
0% | 1% | 1 | CC(C(=O)N1CCCCC1)N(C)CC(=O)Nc1ccc(F)c(F)c1F (centres undefined)
9% | 4% | 1 | Cc1ccc(C(=O)OCC(=O)Nc2cccc(Br)c2)s1
-8% | -15% | 1 | c1cc(-c2cnc3cccnn23)c2cccnc2c1
-3% | ? | -1 | COc1cccc(CNc2nc(NCc3cccs3)nc3ccsc23)c1
-1% | ? | -1 | O=C(NCc1ccncc1)[C@@H]1CCCN1C(=O)[C@@H]1CCCN1C(=O)c1cccc2ccccc12
15% | -5% | -1 | CSc1nc(SCc2ccccc2)[nH]c(=O)n1
2% | 0% | 2 | C[C@@H]1CN([C@H](C)CO)C(=O)c2cc(Br)cnc2O[C@@H]1CN(C)C(=O)Nc1ccccc1
-1% | 0% | 3 | CC1=C(C(=O)N(C)C)CC(CC(=O)NC(c2ccccc2)c2ccccc2)C(=O)N1Cc1ccc(C(C)(C)C)cc1 (centres undefined)
-1% | -3% | 3 | CCOc1cc(OCC)cc(C(=O)N2CCC[C@H]2C(=O)N2CCC[C@H]2C(=O)NCc2cccc(OC)c2)c1
11% | ? | -5 | CC(C)C[C@H]1CN(CCCC[C@@H]2CNC(=O)C(=O)N2CCc2ccccc2)C(=O)C(=O)N1CCc1ccc(O)cc1
17% | 9% | 8 | O=C(NCC(c1ccco1)N1CCN(c2ccccc2)CC1)C1CCCCC1 (centres undefined)
4% | 6% | -1 | CC(C)COC(=O)N1CCCCC1c1cc(C(=O)Nc2ccc3c(c2)OCO3)no1 (centres undefined)
2% | ? | -1 | O=C(NCc1ccc(Cl)nc1)c1csc(COCCO)n1
-10% | 72%[activator] | 1 | O=C1[C@@H](c2ccccc2)CC[C@@H]2C=CC[C@H]3CCN1[C@@H]32
1% | -2% | -2 | COc1ccccc1CCC(=O)Nc1ccc2c(c1)c(=O)n(C)n2C
-1% | -3% | -4 | COCCN(Cc1ccccc1)C(=O)c1cccc(S(=O)(=O)N2CCN(Cc3ccccc3)CC2)c1
0% | 0% | -3 | CC(=O)Nc1cc(-c2ccccc2)cn2c(-c3ccc(F)cc3)cnc12

A different layout for some results above.
Molecule | GLS inh | 12-LOX inh | PI4K2A inh
COc1ccccc1CCC(=O)Nc1ccc2c(c1)c(=O)n(C)n2C | 1% | -2% | -2
COCCN(Cc1ccccc1)C(=O)c1cccc(S(=O)(=O)N2CCN(Cc3ccccc3)CC2)c1 | -1% | -3% | -4

The list continues.
GLS inh | 12-LOX inh | PI4K2A inh | SMILES
-21% | 19% | 3 | Cc1c(C(=O)NCc2cccs2)sc(=O)n1Cc1ccc(S(C)(=O)=O)cc1
-15% | 1% | 0 | CCOC(=O)[C@]12CCC=C1N(CCC1=CCCCC1)C(=O)[C@H](CC(=O)N1CCOCC1)C2
1% | 7% | 1 | CCOC(=O)[C@]12CCC=C1N(Cc1cccc3ccccc13)C(=O)[C@H](CC(=O)N1CCCCC1)C2
21% | 4% | 0 | COc1ccc(CC(=O)Nc2nc(OCCN3CCCC3=O)cnc2-c2cccc(C(F)(F)F)c2)cc1
1% | 14% | 3 | CC(=O)c1ccc2ccccc2c1OC(=O)c1ccncc1
3% | -5% | -2 | CCOC(=O)C1(C)CCN1C(=O)CSc1ccccc1 (centres undefined)
-19% | -2% | 2 | CC(=O)Nc1cccc(-c2ccnc3c2CC(C(=O)NCc2ccc(F)c(F)c2)O3)c1 (centres undefined)
-1% | -7% | -6 | CNC(=O)C[C@H]1C(=O)N(c2ccccc2)C[C@@H]1Cc1ccccc1
20% | ? | -1 | CC1(Oc2ccc(Cl)cc2)CCN(Cc2ccc(-c3ccccn3)cc2)C1 (centres undefined)
6% | ? | -1 | O=C(Nc1ccc2c(c1)OCCO2)C(c1cc2ccccc2o1)N1CCN(C/C=C/c2ccccc2)CC1 (centres undefined)
-4% | 30%[activator] | -10 | C[C@H]1CN([C@@H](C)CO)C(=O)CCCn2nncc2CO[C@H]1CN(C)S(=O)(=O)c1cccs1
4% | 8% | -2 | Cc1cccc(C)c1NC(=O)c1csc(COCCO)n1
35%[activator] | -2% | -8 | COc1ccc(-c2c(C(=O)c3ccccc3)[nH]c(N)c2C(=O)c2ccc(Br)cc2)cc1OC
-2% | ? | 3 | CCOC(=O)N1CCN(CC(=O)Nc2nccs2)CC1
-3% | ? | -13 | Cc1ccn2c(Cc3ccccc3)c(-c3ccc(Br)cc3)nc2c1
-4% | -6% | 1 | CCC1NC(=O)c2cc3ccccc3cc2-n2c1nc1ccc(OC)cc1c2=O (centres undefined)

For convenience, two of the compounds above.
GLS inh | 12-LOX inh | PI4K2A inh | SMILES
0% | 0% | -3 | CC(=O)Nc1cc(-c2ccccc2)cn2c(-c3ccc(F)cc3)cnc12
-21% | 19% | 3 | Cc1c(C(=O)NCc2cccs2)sc(=O)n1Cc1ccc(S(C)(=O)=O)cc1

Going on with the list:
GLS inh | 12-LOX inh | PI4K2A inh | SMILES
16% | -30% | -7 | CN(C)CCN(Cc1ccccc1)C(c1cc2ccccc2o1)c1nnnn1C(C)(C)C (centres undefined)
-2% | -12% | -1 | CCOc1ccc2nc(S(=O)(=O)NC(=O)C3(C)CCN3C(=O)c3cc(C)n(C)n3)sc2c1 (centres undefined)
4% | ? | 0 | CCc1nc2c(OCCC3CCCCC3)cccn2c1N(C)C(=O)c1ccncc1
0% | 11% | 2 | O=C(Cc1ccc(F)cc1)Nc1cc(S(=O)(=O)N2CCOCC2)ccc1N1CCCCC1
-7% | 0% | 1 | COc1ccc([C@H]2C[C@@H](O)[C@H](n3cc(COC(=O)c4ccccc4)nn3)CN2C(=O)C2CCCCC2)cc1
17% | -19% | -2 | OC(c1ccc(F)c(F)c1)c1nc(-c2cc(F)cc(F)c2)cs1 (centres undefined)
-1% | 11% | -3 | O=C(NCc1ccc(F)cc1)c1ccc(S(=O)(=O)N2CCCC2)cc1
2% | ? | -1 | Cc1ccc(Cc2c(-c3ccc(Cl)cc3)nc3c(C)cc(Br)cn23)cc1
2% | ? | -4 | CCC(CC)C(=O)N(C)c1c(C)nc2c(OCc3ccc(C(F)(F)F)cc3)cccn12
11% | -2% | -6 | CCOC(=O)[C@]12CCCC=C1N(Cc1ccco1)C(=O)[C@H](CC(=O)NCC1CCCCC1)C2

The list is partial (hit frequency here may not be typical).
